# Compound activity deposited in PubChem BioAssay by several laboratories.
# PrPC TRFRET: reduces human prion protein on the cell surface; P04156; cell surface PrPC, TR-FRET read-out; inhibition, % at 13.8 µM; hit rate 0.43% among 370,000; AID 720596; in the data active means inhibition above about 24%; further: 0% = median of the test wells and 100% = reference compound wells
# SARS 3CLpro inh: SARS-CoV 3CLpro protease inhibition; P0C6X7; recombinant SARS-CoV 3CLpro, quenched FRET peptide cleavage; inhibition, % at 6 µM; hit rate 0.14% among 290,000; AID 1706; in the data active means inhibition above about 12%
# BoNT-A LC inh2: blocks Botulinum neurotoxin A light chain protease. multiplex microsphere protease substrate cleavage, flow cytometry. inhibition, % at 10 µM. hit rate 0.17% among 360,000. AID 588499; further: plate controls were buffer without enzyme for full effect and enzyme alone for no effect
# Anthrax LF prot: inhibitors of Bacillus anthracis lethal factor protease; inhibition, % at 10 µM; multiplex microsphere protease cleavage assay, LF; P15917; hit rate 0.12% among 360,000; further: plate controls were buffer without enzyme for full effect and enzyme alone for no effect
# Target sequence (P15917 whole entry, looked up): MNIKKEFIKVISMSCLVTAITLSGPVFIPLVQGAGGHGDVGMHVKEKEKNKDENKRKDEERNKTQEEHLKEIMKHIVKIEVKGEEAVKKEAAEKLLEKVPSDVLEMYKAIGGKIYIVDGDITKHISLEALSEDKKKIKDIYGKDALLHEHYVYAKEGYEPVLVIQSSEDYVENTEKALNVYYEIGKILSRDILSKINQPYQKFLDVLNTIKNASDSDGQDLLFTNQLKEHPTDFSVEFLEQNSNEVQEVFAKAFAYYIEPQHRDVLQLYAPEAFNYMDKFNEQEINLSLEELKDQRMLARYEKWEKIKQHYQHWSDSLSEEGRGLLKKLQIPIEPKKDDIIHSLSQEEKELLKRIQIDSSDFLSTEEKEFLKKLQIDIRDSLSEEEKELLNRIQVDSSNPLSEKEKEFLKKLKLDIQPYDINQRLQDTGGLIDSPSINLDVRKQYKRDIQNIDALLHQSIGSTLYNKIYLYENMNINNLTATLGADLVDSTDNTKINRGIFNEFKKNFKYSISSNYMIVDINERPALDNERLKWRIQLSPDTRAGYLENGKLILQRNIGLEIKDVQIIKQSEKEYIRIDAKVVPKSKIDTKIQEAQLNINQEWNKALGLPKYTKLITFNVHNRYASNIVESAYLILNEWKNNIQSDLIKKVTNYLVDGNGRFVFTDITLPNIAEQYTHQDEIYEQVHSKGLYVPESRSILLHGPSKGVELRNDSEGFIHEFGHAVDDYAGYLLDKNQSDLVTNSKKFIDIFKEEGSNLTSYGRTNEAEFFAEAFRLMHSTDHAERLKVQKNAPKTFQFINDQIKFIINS
# DUSP3 inh: inhibitors of human VHR1 phosphatase (DUSP3) | hit rate 0.52% among 290,000 | recombinant VHR phosphatase, pNPP absorbance | inhibition, % at 13.3 µM | P51452; in the data active means inhibition above about 50%; further: some compounds called inactive have numbers as strong as hits
# CCHFV vOTU inh: CCHFV vOTU protease inhibition. Pep-AMC fluorescence. inhibition, % at 11.5 µM. hit rate 0.55% among 370,000. AID 651958; in the data active means inhibition above about 30%; further: 0% = vehicle wells with enzyme and 100% = no enzyme wells
# BoNT F protease: inhibitors of Botulinum neurotoxin F light chain protease; Multiplex microsphere protease cleavage assay, flow cytometry; inhibition, % at 10 µM; hit rate 0.22% among 360,000; in the data active means inhibition above about 35%, passing the limit was not always enough; inconclusive means no clear call, values can overlap the other calls; further: plate controls were buffer without enzyme for full effect and enzyme alone for no effect
# Rv3671c inh: inhibits the M. tuberculosis serine protease Rv3671c; P9WHR9; inhibition, % at 5.96 µM; hit rate 0.048% among 320,000; in the data active means inhibition above about 38%;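 further: extracellular domain of Rv3671c used as enzyme; 0% = enzyme with DMSO and 100% = no enzyme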
# SSB-PriA inh: inhibitors of Klebsiella pneumoniae PriA binding to SSB C-terminal tail; AlphaScreen SSBct-PriA binding, biotinylated peptide; inhibition, % at 33 µM; hit rate 0.6% among 430,000; AID 1272365; in the data active means inhibition mostly above about 37%, no sharp cut-off; inactive means mostly below about 20%;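 further: plate controls were negative control peptide for no effect and reference peptide for full effect; strong numbers were not always called active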
# MazF activator: activators of E. coli MazEF toxin-antitoxin RNase | activation, % at 20 µM | hit rate 0.32% among 350,000 | P0AE70 | AID 504720 | FAM/BHQ RNA-DNA oligo cleavage fluorescence, 5 h; in the data active means activation above about 50%
# Target sequence (P0AE70 whole entry, looked up): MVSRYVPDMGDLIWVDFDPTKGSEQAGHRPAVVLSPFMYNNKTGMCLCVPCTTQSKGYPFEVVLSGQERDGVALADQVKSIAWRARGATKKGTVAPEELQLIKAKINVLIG
# Starred values were filed as active, the others as inactive; u = inconclusive; x = not tested or not shown. Unless noted, no stated cut-off is given here; in the data, active means inhibition above about 30%; inconclusive means no clear call, values can overlap the other calls; inactive means below that.
SMILES,PrPC TRFRET,SARS 3CLpro inh,BoNT-A LC inh2,Anthrax LF prot,DUSP3 inh,CCHFV vOTU inh,BoNT F protease,Rv3671c inh,SSB-PriA inh,MazF activator
Fc1ccc(CNC(=S)NC2CCCC2)cc1,2,-1,-0.2,-2,-4,-6,0,-13,-6,1
Nc1cc(C(=O)OCC(=O)Nc2cccc(S(=O)(=O)N3CCOCC3)c2)ccc1Cl,-3,x,0.2,-13,x,-16,-6,-27,-4,2
O=C(COc1ccc2ccccc2c1)Nc1ccc(Cc2ccncc2)cc1,2,-1,-0.8,-3,41,-12,-8,2,-4,10
COc1ccc(C2NC(=O)c3ccccc3N2)c(OC)c1OC (configuration not stated),3,x,0.1,-2,x,-107,2,x,x,4
CN1CCCN(C(=O)COc2ccccc2)CC1,-3,9,-1.4,-6,6,-3,-8,-1,-14,3
CC1=NNC(=O)C(CC(=O)Nc2ccc(Cl)c(Cl)c2)C1 (configuration not stated),-5,1,-0.5,7,-10,6,-4,2,-9,-2
O=C(Nc1ccc(N2CCOCC2)cc1)c1ccncc1,2,-1,0.6,4,9,0,8,3,-7,6
CCOC(=O)CC(C)(C)/C(C)=N/Nc1ccc([N+](=O)[O-])cc1[N+](=O)[O-],3,-2,-1.3,-3,-2,9,-7,2,x,-7
COc1ccc(NS(=O)(=O)c2cc(NS(=O)(=O)c3cc(C(=O)O)ccc3OC)ccc2C)cc1,1,x,-0.6,-2,x,-8,-3,x,-14,3
Cc1cccc(C)c1N1CCN(C(c2ccnc3ccccc23)c2nnnn2-c2ccc3c(c2)OCCO3)CC1 (configuration not stated),-5,x,-0.5,-4,x,4,-2,x,x,x
Cc1cccc2cc(CN(Cc3ccco3)C(=O)c3ccncc3)c(=O)[nH]c12,0,0,x,x,13,13,x,-7,-2,-13
COc1ccccc1C1=Nc2cccc3cccc(c23)N1,1,1,-1.1,-9,26,-1,-30,-8,23,16
O=C(O)c1cccc(NC(=O)c2ccc3c(c2)C(=O)N(C2CCCCC2)C3=O)c1,8,5,1.1,-4,4,9,-8,-1,-15,3
Cc1ccc(C)c(SCC(=O)NCC(c2ccco2)N2CCCCC2)c1 (configuration not stated),-5,x,2.7,0,x,6,3,2,-11,-4
Cc1cc(OCn2ccc(C(=O)O)n2)ccc1Cl,2,1,-0.5,1,10,5,-2,-4,-19,2
Cc1ccc(NC(=S)NC2CC3CCCC(C2)N3Cc2ccco2)cc1 (configuration not stated),2,3,0.1,1,7,-2,4,1,-9,13
O=C(Cc1cccc2ccccc12)NN1C(=O)C2C(C1=O)C1C=CC2C12CC2 (configuration not stated),-1,-2,0.4,-1,17,8,5,1,-19,-5
O=C1c2ccccc2NC(c2ccc(-c3ccc(C(F)(F)F)cc3)o2)N1O (configuration not stated),3,x,-0.3,-10,x,16,-8,-8,-7,-3
CCc1cc(OCCN(C)C)ccc1Cl,0,3,1.6,5,1,9,11,-1,1,2
Cc1coc2cc3oc(=O)c(CC(=O)N4C[C@H]5C[C@@H](C4)c4cccc(=O)n4C5)c(C)c3cc12,6,0,0.6,-5,1,-15,-3,1,x,2
CC(=O)c1ccc(NC(=O)C2CCCO2)cc1 (configuration not stated),-3,3,0.4,-4,-8,-17,u,2,4,5
COc1ccc(CC(=O)NCCCCc2ccccc2)cc1OC,-8,x,0.0,-6,x,-6,0,5,-10,-6
CCOC(=O)Cn1nc(-c2ccccc2)nc1-c1ccccc1,5,0,0.1,-10,26,-5,1,0,-14,3
O=C(c1cccs1)N1CCOCC1,-12,-4,-0.6,-7,14,-4,-5,-3,-11,2
Cc1ccc(S(=O)(=O)NN2CCCCCC2)cc1,1,x,-0.1,-8,x,-11,-14,x,x,3
Cc1noc(C)c1C(=O)Nc1sc2c(c1C(N)=O)CCCCC2,-1,3,-0.5,-2,-16,-5,-2,-3,-4,-15
CCOc1ccc(CNC(=O)Cn2nc(C)c3c(C)n(-c4ccc(C)cc4)nc3c2=O)cc1,8,-1,-0.3,0,18,12,-2,-12,-9,-53
O=C(NCc1ccccn1)Nc1ccc(F)cc1,-4,-1,0.8,0,19,-1,-1,-3,-13,0
COc1ccc(S(=O)(=O)NNC(=O)Nc2ccc(C)cc2C)c(OC)c1,1,-4,1.0,-2,14,4,1,7,-2,1
Cc1ccsc1C(=O)N(CC(C)C)c1c(N)n(Cc2ccccc2)c(=O)[nH]c1=O,2,0,0.8,-2,10,0,-9,-2,-13,-1
C/C(=N\NC(=O)CCc1ccc(S(=O)(=O)N2CCOCC2)cc1)c1ccc(OC(F)F)cc1,5,1,-1.2,0,20,-13,-7,2,x,7
CCCc1c(C(=O)N/N=C(\CC)c2ccccc2)nnn1-c1nonc1N,-5,x,-0.2,-4,x,0,-5,x,x,2
COc1ccccc1CCNC(=O)C1CCN(C(=O)/C=C/c2ccccc2)CC1,-8,-4,1.6,-3,26,-1,19,7,6,12
COCOCCn1cc(CN2CCS(=O)(=O)N(Cc3ccc(-c4ccc(OC)nc4)cc3)C(C(C)C)C2=O)nn1 (configuration not stated),-5,x,-0.3,-7,x,9,5,x,x,8
Cc1ccc2nc(NC(=O)/C=C/c3ccc4c(c3)OCO4)sc2c1,-7,-1,-1.6,-2,43,3,-8,-3,-1,-5
Cc1c(Cl)cnc(NC(=O)COC(=O)CCS(=O)(=O)c2ccccc2)c1Cl,1,0,0.0,1,21,1,-23,-7,-14,1
O=C(c1ccc(OC2CCN(CCO)CC2)cc1)N1CCCC1,x,-2,-0.8,4,19,x,12,5,1,-1
COc1ccc(NC(=O)Nc2cccc(OC)c2)cc1,-1,3,-1.2,0,x,-8,-15,3,-5,-4
COc1ccccc1NC(=O)Cn1c2ccc(F)cc2c2nc3n(c(=O)c21)CCS3,6,-7,-1.8,-1,21,13,-6,-14,-14,7
COCCN(C(=S)Nc1cc(C)ccc1C)C(C)c1cccnc1 (configuration not stated),0,7,-0.7,-2,-2,-15,-5,-2,-6,-6
CC(C)NC(=O)CSc1nc(N)c(NC(=O)c2ccco2)c(=O)[nH]1,-4,3,0.2,-3,16,-6,5,-5,-15,0
CC1(C)CC(N2CCN(C(c3ccccc3)c3ccccc3)CC2)=CC(=[N+]2CCCCC2)C1,24*,-1,0.5,-4,-5,8,4,-3,-2,16
COc1cc(/C=N/Nc2snc(SC)c2C#N)cc(OC)c1OC,3,-11,0.8,-3,26,1,5,11,x,10
CCCCCn1c(SCC(=O)OCC)nc2cc(C(=O)NCc3ccco3)ccc2c1=O,9,4,-6.0,-6,1,4,-10,-4,0,-1
Oc1ccccc1Oc1c(F)c(F)nc(N2CCCC2)c1F,5,8,0.1,1,-6,15,-3,8,-13,14
COc1ccc(S(=O)(=O)NCC(=O)NCc2cc(=O)n(C)c(=O)n2C)cc1C,2,1,0.3,0,-9,7,4,7,-13,12
O=C(C1CCCCC1)N1Cc2ccccc2-n2nncc2C1,4,x,0.0,2,x,-4,1,x,x,6
Cc1cc(=O)oc2cc(OCC(=O)NCCN3CCOCC3)c(Cl)cc12,15,-3,-0.4,0,8,3,1,8,-12,0
Cc1cccc(N2CCN(C3=NC(=O)C(=C4CCCCC4)S3)CC2)c1,-4,-6,0.3,-10,-11,4,2,6,-7,3
CCOc1ccc(S(=O)(=O)Nc2nc3ccccc3nc2Nc2ccc(N3CCOCC3)cc2)cc1,0,4,0.0,0,-1,-1,-6,2,31,6
Cc1ccc2nc(Cl)c(/C=N/Nc3nc(C)cc(C)n3)c(=O)n2c1,-11,-4,0.4,-1,-3,-27,13,3,x,10
CCc1n[nH]c(=S)n1/N=C/c1c(O)ccc2ccccc12,-4,-3,x,x,22,-2,x,3,x,10
Cc1ccc(CN(CCO)CCO)cc1,-6,-2,-0.4,-5,-14,-10,-5,0,-6,5
COC(=O)C1CCN(C(=O)COC(=O)C2CCN(S(=O)(=O)c3ccc4c(c3)OCCO4)CC2)CC1,-4,-4,0.0,-6,5,-5,-5,-3,-14,4
CC(NC(=O)C(=O)N/N=C\c1ccc([N+](=O)[O-])cc1)c1ccccc1 (configuration not stated),5,7,-0.8,-5,16,-3,1,0,x,0
Cc1nn(Cc2noc(C(=O)NCc3ccc(F)cc3)n2)c(C)c1Br,2,2,-0.3,-1,9,-15,-3,5,0,-3
COc1ccc(Cc2nnc(N=Nc3c(O)[nH]c4ccc(Br)cc34)[nH]c2=O)cc1,-2,-4,0.0,0,7,-3,-1,1,-3,-15
COc1ccc(-c2[nH]nc3nc(N4CCN(C(=O)c5ccoc5)CC4)cc(C(F)(F)F)c23)cc1,2,x,-0.3,-8,x,5,5,x,x,3
Cc1ccc(S(=O)(=O)/N=c2\sccn2C)cc1,1,-2,-0.5,-3,5,3,8,-3,x,0
Cn1nc(C(=O)NNC(=O)CCOc2ccc(C(C)(C)C)cc2)c2ccccc2c1=O,2,x,-0.4,0,x,6,-18,-11,-12,6
# Next section:
SMILES,PrPC TRFRET,SARS 3CLpro inh,BoNT-A LC inh2,Anthrax LF prot,DUSP3 inh,CCHFV vOTU inh,BoNT F protease,Rv3671c inh,SSB-PriA inh,MazF activator
Clc1cccc(C2CCN(Cc3nc(CC4CC4)no3)C2)c1 (configuration not stated),10,3,-1.2,-11,22,0,-9,-1,3,-8
Cc1ccc(NC(=O)CSc2nccn2Cc2ccccc2)cc1C,-3,-3,-0.4,-11,14,16,1,5,28,-1
O=C(CNC(=O)c1ccccc1F)NCCOc1cccc(Cl)c1Cl,-4,-1,-0.6,-1,-1,-7,-2,7,-10,-2
Cc1ccc(-n2cccc2/C=N/n2cnnc2)cc1Cl,-1,3,-0.6,-2,-7,11,0,4,x,-3
CCc1ccc(C(O)c2ncc(-c3ccccc3C(F)(F)F)[nH]2)cc1 (configuration not stated),4,x,-0.3,0,x,7,-7,x,x,x
Nc1nnc(CCS(=O)(=O)c2ccc(Cl)cc2)s1,-3,0,-0.5,-2,8,-8,4,14,3,-6
COc1cc(CN2CCCC(CO)(Cc3ccccc3F)C2)ccc1O (configuration not stated),-4,-1,1.0,1,-4,5,-16,3,-15,2
COc1ccccc1OCC(=O)Nc1cc(C)ccc1NC(=O)c1ccco1,-7,-6,-1.8,-5,14,3,6,-10,-2,5
CCc1cccc2c(C(=O)COC(=O)c3ccc(O)cc3)c[nH]c12,-4,1,-1.1,-2,0,13,-18,-113,-12,-2

# Of the compounds above, these contain a furan ring, fused or not.
SMILES,PrPC TRFRET,SARS 3CLpro inh,BoNT-A LC inh2,Anthrax LF prot,DUSP3 inh,CCHFV vOTU inh,BoNT F protease,Rv3671c inh,SSB-PriA inh,MazF activator
Cc1cccc2cc(CN(Cc3ccco3)C(=O)c3ccncc3)c(=O)[nH]c12,0,0,x,x,13,13,x,-7,-2,-13
Cc1ccc(C)c(SCC(=O)NCC(c2ccco2)N2CCCCC2)c1 (configuration not stated),-5,x,2.7,0,x,6,3,2,-11,-4
Cc1ccc(NC(=S)NC2CC3CCCC(C2)N3Cc2ccco2)cc1 (configuration not stated),2,3,0.1,1,7,-2,4,1,-9,13
O=C1c2ccccc2NC(c2ccc(-c3ccc(C(F)(F)F)cc3)o2)N1O (configuration not stated),3,x,-0.3,-10,x,16,-8,-8,-7,-3
Cc1coc2cc3oc(=O)c(CC(=O)N4C[C@H]5C[C@@H](C4)c4cccc(=O)n4C5)c(C)c3cc12,6,0,0.6,-5,1,-15,-3,1,x,2
CC(C)NC(=O)CSc1nc(N)c(NC(=O)c2ccco2)c(=O)[nH]1,-4,3,0.2,-3,16,-6,5,-5,-15,0
CCCCCn1c(SCC(=O)OCC)nc2cc(C(=O)NCc3ccco3)ccc2c1=O,9,4,-6.0,-6,1,4,-10,-4,0,-1
COc1ccc(-c2[nH]nc3nc(N4CCN(C(=O)c5ccoc5)CC4)cc(C(F)(F)F)c23)cc1,2,x,-0.3,-8,x,5,5,x,x,3
COc1ccccc1OCC(=O)Nc1cc(C)ccc1NC(=O)c1ccco1,-7,-6,-1.8,-5,14,3,6,-10,-2,5

# The list is partial; count on the stated rates, not on these rows.
